Compound activity from PubChem.
Pf growth 48h: P. falciparum growth inhibition at 48 hours (one generation); P. falciparum luciferase growth in erythrocytes, 48 h; AID 504832; Potency, µM (doses to about 28.7 µM), without a hit: top-dose activity change, negative = inhibition, most hits filed as inhibitors; 5.9% of 310,000 active; further: potency means the concentration at half of the fitted maximal effect; on the % scale 0 is the no-effect control and ±100 the full control effect
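Parasite viability was followed by luminescence of a genomically integrated firefly luciferase. Cultures held 0.1% parasitemia at 2% hematocrit (final), incubated under 5% CO2 at 37 C.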
Sm TGR inh: S. mansoni TGR enzyme inhibition | Q962Y6 | Potency, µM (titrated, usually from 114 µM), inactives show at the highest dose activity change, negative = inhibition, actives largely listed as inhibitors | 3% of 360,000 active | purified TGR, DTNB reduction, TNB absorbance 405 nm | AID 485364; further: potency means the concentration at half of the fitted maximal effect; on the % scale 0 is the no-effect control and ±100 the full control effect; nearly all actives have a fitted effect of over 60% in size
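Kinetic colorimetric format: TGR-catalysed, NADPH-driven DTNB reduction monitored via TNB absorbance. Enzyme dispensed at 20 nM; compound exposure 15 min at room temperature before reaction start.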
Pf growth 96h: inhibits malaria parasite growth, 96 h; P. falciparum luciferase reporter growth, 96 h; Potency, µM (series often up to 28.7 µM), inactives show top-dose activity change, negative = inhibition, most hits filed as inhibitors; 6.9% of 320,000 active; further: potency means the concentration at half of the fitted maximal effect; on the % scale 0 is the no-effect control and ±100 the full control effect
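Compounds incubated with erythrocytes infected by luciferase-expressing P. falciparum (2% hematocrit, 0.05% parasitemia final) for 96 hours, 37 C in 5% CO2. Growth inhibition scored as decreased luciferase luminescence.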
Shiga inhibitor: blocks Shiga toxin action in Vero cells | Vero cells, Shiga toxin protein synthesis inhibition reporter | inhibition, % at 38.7 µM | 9.2% of 290,000 active | AID 2315; in the data active means inhibition mostly above about 28%, no sharp cut-off; inactive means mostly below about 43%; further: 0% is about no effect
CHX counter: counter-screen for Shiga toxin inhibitors: cycloheximide protein synthesis inhibition; cell reporter, cycloheximide protein synthesis inhibition counterscreen; max response, %; 12% of 300,000 active; AID 2314; in the data active means max response mostly above about 13%, no sharp cut-off; inactive means mostly below about 14%; further: read at 38.3 µM for the half of the compounds with a filed dose; 0% is about no effect
Giardia FBPA inh: blocks Giardia fructose-bisphosphate aldolase activity; A8B2U2; purified Giardia FBPA; Potency, µM (series often up to 59.6 µM), without a hit: at the highest dose activity, negative = inhibition, most hits filed as inhibitors; 0.71% of 290,000 active; AID 2451; further: potency means the concentration at half of the fitted maximal effect; on the % scale 0 is the no-effect control and ±100 the full control effect; nearly all actives have a fitted effect of over 55% in size
Target sequence (A8B2U2 whole entry, looked up): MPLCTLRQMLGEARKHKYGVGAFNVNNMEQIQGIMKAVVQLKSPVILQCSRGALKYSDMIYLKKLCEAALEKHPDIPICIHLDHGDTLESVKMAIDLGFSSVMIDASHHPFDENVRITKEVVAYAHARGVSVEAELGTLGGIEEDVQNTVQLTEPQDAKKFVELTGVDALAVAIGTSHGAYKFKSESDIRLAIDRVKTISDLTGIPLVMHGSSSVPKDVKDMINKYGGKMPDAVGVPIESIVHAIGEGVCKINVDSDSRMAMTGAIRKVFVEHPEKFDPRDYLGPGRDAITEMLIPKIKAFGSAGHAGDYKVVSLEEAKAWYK
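40 nM FBPA preincubated 10 min at RT with compound (up to 57.5 uM final), then substrate plus GAPDH/TPI/NAD/arsenate coupling and diaphorase/resazurin added. Fluorescence read after 20 min at RT, 525/598 nm.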
Starred values were filed as active, the others as inactive; ? = inconclusive; . = not tested or not shown; + = active, no number; [ ] = remark or other dose. Unless noted, the call rests on the fitted dose curve; in most records, active means well fitted curve in the direction sought with a large enough effect; inconclusive means small, poorly fitted or top-dose-only effect, or another doubt; inactive means no such curve, though single readings can be large; an effect the other way counts as inactive or inconclusive.

smiles	Pf growth 48h	Sm TGR inh	Pf growth 96h	Shiga inhibitor	CHX counter	Giardia FBPA inh
Cc1cc(=O)n2nc(N3CCC(C(=O)Nc4cccc(Cl)c4C)CC3)sc2n1	0%	-1%	-5%	-4	10	-2%
CCn1nc(CC(=O)Nc2nnc(CC(=O)N3CCCCC3)s2)c2ccccc2c1=O	.	7%	0%	2	3	-4%
O=C(Cc1ccc(Cl)cc1)NNC(=O)C1CC=CCC1C(=O)O (stereo unspecified)	0%	71%[activator]	-16%	-6	-4	8%
COc1ccccc1N1CCN(C(=O)c2cc3n(n2)C(C(F)(F)F)CC(c2ccco2)N3)CC1 (stereo unspecified)	17%	-1%	32%[activator]	-9	0	0%
O=Cc1ccc(OCC(=O)NCC2CCCO2)cc1 (stereo unspecified)	0%	7%	5%	-8	-2	0%
COc1cc(C[C@H](C)[C@H](C)Cc2ccc3c(c2)OCO3)ccc1O	38%[activator]	2%	54%[activator]	-4	-5	-1%
CCOC(=O)c1c(-c2ccc(C)o2)csc1N	.	-13%[11.4 µM]	56%[activator]	37	6	?
O=C(O)CC1SC(=O)N(CC(=O)c2ccccc2)C1=O (stereo unspecified)	-2%	-11%	-80%	-7	-2	0%
COc1cccc(OC)c1Nc1nc(C)nc2c1nnn2Cc1ccccc1Cl	?	0%	-1%	3	-1	-5%
COC(=O)\C(C(C)=O)=C(/C=C/C=C/C=C/N(C)C)N(C)C	-14%	35µM*	22%	-7	-1	-16%
Cc1sc(NC(=O)CN2CCCC2)nc1-c1ccc2c(c1)CCN2C(=O)c1ccc(F)cc1	?	-21%	-9%	-6	-1	2%
COCCSc1nnc(NC(=O)C2CC(=O)N(c3ccccc3)C2)s1 (stereo unspecified)	-13%	12%	8%	-5	-3	4%

Profiles, quoted from the list. Values in the order: Pf growth 48h | Sm TGR inh | Pf growth 96h | Shiga inhibitor | CHX counter | Giardia FBPA inh
`COc1cccc(OC)c1Nc1nc(C)nc2c1nnn2Cc1ccccc1Cl` across the screens: ? | 0% | -1% | 3 | -1 | -5%
`O=C(Cc1ccc(Cl)cc1)NNC(=O)C1CC=CCC1C(=O)O` (stereo unspecified) across the screens: 0% | 71%[activator] | -16% | -6 | -4 | 8%
`O=C(O)CC1SC(=O)N(CC(=O)c2ccccc2)C1=O` (stereo unspecified) across the screens: -2% | -11% | -80% | -7 | -2 | 0%
`CCn1nc(CC(=O)Nc2nnc(CC(=O)N3CCCCC3)s2)c2ccccc2c1=O` across the screens: . | 7% | 0% | 2 | 3 | -4%

Later entries
smiles	Pf growth 48h	Sm TGR inh	Pf growth 96h	Shiga inhibitor	CHX counter	Giardia FBPA inh
Cc1cccc(-c2nc(CS(=O)CC(=O)NCCCSC3CCCCC3)c(C)o2)c1 (stereo unspecified)	16%	?	-6%	-12	-6	6%
CCn1c(=O)cc(SCC(=O)NCc2cccnc2)c2ccccc21	36%[activator]	9%	9.3µM*	-15	3	3%
Cc1ccc(CNC(=O)C2CCCN(c3nc(C)cc(C)n3)C2)cc1 (stereo unspecified)	0%	.	-10%	8	10	0%
COCCCn1c(SCC(=O)Nc2ccc(C(=O)OC)cc2)nc2ccccc2c1=O	8.3µM*	-3%	?	-6	7	0%
O=C(c1ccc(Cl)c([N+](=O)[O-])c1)N(Cc1ccc(Cl)cc1)C1CCS(=O)(=O)C1 (stereo unspecified)	-8%	-3%	?	5	-1	-1%
COc1ccc(C(=O)NC(=O)N2CCCCC2)cc1	4%	1%	29%	3	12	5%
CCOc1ccc(S(=O)(=O)n2cnc3cc(C)c(C)cc32)cc1	3%	8%	8%	-3	-2	-17%
CCN(CC)CCNCC1C(=O)O[C@@H]2C[C@@]3(C)CCC[C@H](C)C3=C[C@H]12 (stereo partly specified)	-1%	-10%	?	-12	5	?
Cn1cccc1/C=C1\SC(=S)N(NC(=O)c2cccc(Cl)c2)C1=O	2%	-12%	3%	-4	-3	?
Cc1oc(C(=O)O)cc1COc1ccc2c3c(c(=O)oc2c1)CCC3	43%[activator]	-12%	.	-18	1	20%
CCCn1c(NC(=O)c2cccc(S(=O)(=O)N3CCCC3)c2)nc2ccccc21	?	4%	9.3µM*	0	-8	16%
COc1ccc(S(=O)(=O)N2CCCCC2)cc1NC(=O)CNc1ccccc1C(C)=O	?	-27%	?	.	.	.
COC(=O)Nc1ccccc1C(=O)N1CCN(c2ccc(C)cc2)CC1	15%	-8%	2%	19	11	-9%
COc1ccc(C2(c3ccc(OC)cc3)NC(=O)N(CC(=O)Nc3ccc(C(N)=O)cc3)C2=O)cc1	?	0%	?	-11	5	6%
NC(=O)C(c1ccccc1)c1ncc(C(F)(F)F)cc1Cl (stereo unspecified)	5%	0%	4%	-5	1	4%
CCC(C)NC(=O)C(Cc1ccccc1)n1cccc1 (stereo unspecified)	8%	-25%	?	-6	-3	5%
CCc1cc(C(=O)Cc2ccc(F)cc2)c(O)cc1O	?	-2%	69%[activator]	-8	-5	0%
Cc1cc(NC(=O)CN2C(=O)NC(CCc3ccccc3)C2=O)no1 (stereo unspecified)	-3%	2%	-19%	-1	-2	0%
NC(=O)c1cc([N+](=O)[O-])ccc1NCc1ccc(O)cc1	?	-12%	?	.	.	.
CC(=O)c1ccc(N2Cc3ccccc3C3(CCOCC3)C2=N)cc1	25%	.	14%	54	28*	-13%
CCCc1ccc(C2=Nn3c(nnc3C(C)C)SC2)cc1	?	9%	0%	3	3	7%
Cc1ccc2nc(SC(C)C(=O)NC3CCCc4ccccc43)[nH]c2c1 (stereo unspecified)	?	-2%	?	-5	-1	?
S=c1nc(C2CCCCC2)[nH]c2ccccc12	-13%	-7%[57.1 µM]	2.3µM*	25	-2	-1%
Cc1c(C(=O)OCC(=O)N2CC(C)CC(C)C2)oc2ccccc12 (stereo unspecified)	-27%	2%	13%	.	.	.

Part of the list above in order of count of non-hydrogen atoms, falling:
smiles	Pf growth 48h	Sm TGR inh	Pf growth 96h	Shiga inhibitor	CHX counter	Giardia FBPA inh
Cc1cc(NC(=O)CN2C(=O)NC(CCc3ccccc3)C2=O)no1 (stereo unspecified)	-3%	2%	-19%	-1	-2	0%
NC(=O)C(c1ccccc1)c1ncc(C(F)(F)F)cc1Cl (stereo unspecified)	5%	0%	4%	-5	1	4%
CCc1cc(C(=O)Cc2ccc(F)cc2)c(O)cc1O	?	-2%	69%[activator]	-8	-5	0%

Following part
The line under a structure holds: Pf growth 48h	Sm TGR inh	Pf growth 96h	Shiga inhibitor	CHX counter	Giardia FBPA inh
O=C(CN(C(=O)CCC(=O)Nc1ccccn1)c1ccc(F)cc1)NCc1ccc(F)cc1
  -21%	-9%	?	-2	-1	.
CC1CCCCN1C(=O)CSc1nnc(-c2cccnc2)n1C1CCCCC1 (stereo unspecified)
  7%	-1%	.	-5	-1	-4%
CCCc1cc(=O)[nH]c(SC(C)C(=O)N2c3ccccc3CC2C)n1 (stereo unspecified)
  ?	0%	-20%	.	.	.
Cc1cccc(CN2CCCC(C(=O)Nc3ccccc3Oc3cccnc3)C2)c1 (stereo unspecified)
  9.3µM*	-22%	-5%	-2	-2	-3%
CN(C)CCN(CC1CCCN(Cc2ccccc2F)C1)C(=O)c1ccc(Cl)cc1 (stereo unspecified)
  ?	-3%	13µM*	-2	-1	2%
COC(=O)c1ccc(OCCN2C3=NCCN3c3ccccc32)cc1
  -15%	8%	.	-22	-5	1%
CCOC(=O)C1CCN(C(=O)COc2ccc(Cl)cc2C)CC1
  .	6%	.	12	-1	-4%
C=CCn1c(O)c(C2=c3ccccc3=NC2=O)s/c1=N/c1nccs1
  .	1%	-10%	-17	0	-3%
N#Cc1c(NC(=O)c2cc([N+](=O)[O-])ccc2N2CCOCC2)sc2c1CCCC2
  ?	?	?	+	30*	-12%
COc1ccccc1-c1c(C)nn2c(N3CCN(Cc4ccccc4)CC3)cc(C)nc12
  .	0%	53%[activator]	-8	-6	-3%
COc1ccc(-c2oc3ccccc3c2C#Cc2cncn2C)cc1
  0.59µM*	-19%	0.66µM*	.	.	.
O=C(/C=C/Nc1ccccc1C(F)(F)F)c1ccco1
  105%[activator]	-18%[57.1 µM]	-9%	59*	44*	-14%
CN(C(=S)Nc1ccccc1)c1ccccc1
  6%	-31%	-3%	-8	-3	6%
Cc1cc(NC(=O)C(C)SCC(=O)O)no1 (stereo unspecified)
  ?	1%	0%	-5	-1	5%
CS(=O)(=O)N(CC(=O)N1CCC(C(N)=O)CC1)c1ccc(Cl)c(C(F)(F)F)c1
  .	0%	18%	-13	-4	2%
CCOC(=O)c1cc(-c2csc(-c3ccc(C(C)(C)C)cc3)n2)on1
  14%	6%	3%	10	9	-4%
CNc1snc(C)c1C(=O)OC(C)C(=O)NCc1ccccc1 (stereo unspecified)
  -1%	5%	11%	.	.	.
N=C1CCCN1CC(=O)c1cccs1
  8%	.	0%	21	5	4%
Cc1ccc(-c2cc(C(=O)Nc3cc(C(=O)O)ccc3C)c3ccccc3n2)cc1
  23%	7%	?	2	9	6%
Nc1ccccc1-c1n[nH]c(=S)s1
  11%	-12%	28%	-8	-2	-9%
Cn1nc(CC(=O)Nc2ccc3c(c2)OCCO3)c2ccccc2c1=O
  -10%	-5%	?	-6	0	0%
Cc1cc(/C=N/NC(=O)c2c(Br)cnn2C)c(C)n1-c1cccc(Br)c1
  -29%	-5%	?	-4	-1	-18%
NNC(=O)Cc1csc(-c2ccccc2)n1
  101%[activator]	7%	-4%	8	2	8%
CCOC(=O)/C=C1\SCC(=O)N1CC(=O)N1CCOCC1
  5%	0%	18%	2	-2	2%
CC(C)NC(=S)NN=C1CCCCCCCCCCC1
  12µM*	-5%	?	5	16	-4%
CCc1cc(SC#N)ccc1N
  ?	0%	?	-8	1	0%
